Screening data (PubChem BioAssay)
OXTR potentiator: potentiates the human oxytocin receptor response; P30559; CHO-OTR cells, Fluo-8 calcium fluorescence, potentiator mode; 0% = oxytocin EC15, 100% = EC100; activation, % at 3 µM; actives 0.061% (n = 320,000); AID 2445;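 active = activation above that plate's cutoff, the mean activation of tested compounds plus 3 SD, cut at about 6.6% in these data, passing the limit was not always enough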;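 note: 100% uses oxytocin at 75 nM as the full agonist control; some results filed as inactive read as strong as hits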
Target sequence (P30559 whole entry, looked up): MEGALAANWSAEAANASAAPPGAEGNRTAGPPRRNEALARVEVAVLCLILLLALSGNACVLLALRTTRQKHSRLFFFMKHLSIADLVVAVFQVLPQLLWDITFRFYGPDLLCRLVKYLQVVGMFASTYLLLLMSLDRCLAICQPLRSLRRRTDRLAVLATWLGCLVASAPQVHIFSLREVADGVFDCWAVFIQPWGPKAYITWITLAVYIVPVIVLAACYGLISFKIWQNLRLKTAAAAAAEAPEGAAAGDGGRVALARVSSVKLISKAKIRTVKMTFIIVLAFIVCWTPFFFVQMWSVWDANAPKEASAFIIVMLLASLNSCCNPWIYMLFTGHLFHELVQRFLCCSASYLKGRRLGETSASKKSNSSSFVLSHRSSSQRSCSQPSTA
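Replication – single well per compound, singlicate · Assay system – CHO cell line stably expressing human OTR · Timing – 6 min pre-incubation, 100 s read · Measure – normalized max/min fluorescence ratio, % activation · Doses – 3.0 µM, one dose · Detection – Fluo-8 calcium dye fluorescence · Probe or stimulus – oxytocin near EC15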
CHRM4 antagonist: antagonists of human muscarinic M4 receptor (CHRM4); actives 0.73% (n = 360,000); CHO-hM4 cells, ACh EC80, Fluo-8 calcium fluorescence; inhibition, % at 3 µM; P08173;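 active = inhibition above its plate's cutoff, the mean inhibition of sample wells plus 3 SD, cut at about 27% in these data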;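 note: 0% = acetylcholine EC80 with DMSO and 100% = DMSO without agonist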
Target sequence (P08173 whole entry, looked up): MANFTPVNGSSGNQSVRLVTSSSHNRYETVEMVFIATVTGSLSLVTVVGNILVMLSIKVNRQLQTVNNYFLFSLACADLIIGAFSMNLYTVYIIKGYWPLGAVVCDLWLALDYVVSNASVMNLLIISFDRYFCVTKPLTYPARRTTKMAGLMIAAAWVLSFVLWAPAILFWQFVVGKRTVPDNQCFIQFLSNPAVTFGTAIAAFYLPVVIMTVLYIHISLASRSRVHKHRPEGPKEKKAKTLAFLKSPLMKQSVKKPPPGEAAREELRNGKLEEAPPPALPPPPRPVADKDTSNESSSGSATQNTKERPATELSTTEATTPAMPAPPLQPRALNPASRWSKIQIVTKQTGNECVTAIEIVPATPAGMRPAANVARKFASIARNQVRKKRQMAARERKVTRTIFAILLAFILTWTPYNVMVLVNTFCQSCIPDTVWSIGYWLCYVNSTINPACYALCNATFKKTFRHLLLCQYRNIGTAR
CHO-K1 Ca ag: nonselective activator or artifact in parental CHO-K1 cells. Fluo-8 calcium fluorescence; scaled to maximal ATP response, vehicle zero. activation, % at 3 µM. actives 0.48% (n = 360,000); in the data active = activation above about 15%;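 note: untransfected CHO-K1 host cells lacking M1 receptor as counterscreen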
CHRM1 PAM: potentiates human M1 receptor response to acetylcholine. activation, % at 3 µM. P11229. actives 0.088% (n = 360,000). CHO-K1 hM1, Fluo-8 calcium fluorescence, ACh EC20; 0% = ACh EC20, 100% = maximal ACh. AID 588819; in the data active = activation above about 19%, passing the limit was not always enough
M1 ag: activates human CHRM1 receptor; activation, % at 3 µM; P11229; actives 0.33% (n = 360,000); CHO-K1 hM1, Fluo-8 calcium fluorescence, agonist mode; 0% DMSO, 100% acetylcholine EC100;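 active = activation above the run's mean compound activation plus 3 SD, cut at about 16% in these data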;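 note: peak over basal fluorescence ratio within a 140 s kinetic read after compound addition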
CHRM1 antagonist: antagonists of human M1 muscarinic receptor; inhibition, % at 3 µM; actives 1.3% (n = 360,000); CHO-K1 hM1, Fluo-8 calcium fluorescence, ACh EC80 antagonist;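 active = percent inhibition above its own plate's cutoff, namely the mean of that plate's compound wells plus 3 SD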;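 note: peak over basal fluorescence ratio during 140 s after agonist addition; 0% = ACh EC80 plus DMSO and 100% = DMSO alone without agonist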
CHRM4 agonist: agonists of human muscarinic M4 receptor (CHRM4); CHO-K1 hM4/Gqi5, Fluo-8 calcium fluorescence; vehicle 0%, full acetylcholine response 100%; P08173; actives 0.14% (n = 360,000); activation, % at 3 µM;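 active = activation above the run mean over all test wells plus 3 SD, cut at about 32% in these data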;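 note: peak over basal fluorescence ratio per well then scaled between controls; 0% = DMSO wells and 100% = acetylcholine at EC100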
CHO parental Ca: counter-screen for OX1R antagonists: effect in parental CHO cells. actives 0.63% (n = 330,000). parental CHO-K1, ATP-induced calcium, Fluo-8 fluorescence. inhibition, % at 5.6 µM;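 active = inhibition above that plate's mean sample inhibition plus 3 SD, cut at about 26% in these data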;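 note: 0% = ATP-challenged DMSO wells and 100% = DMSO wells without ATP; some compounds past the cut are filed as inactive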
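Material – parental CHO cells · Reagent – ATP stimulus · Compound – single nominal dose of 5.6 µM per compound · Detection – Fluo-8 fluorescence · Read-out basis – percent inhibition of calcium signal · Controls – ATP-challenged DMSO wells low, unchallenged DMSO wells high · Repeats – no replicates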
CHO-K1 Ca antag: nonselective inhibitor or artifact in parental CHO-K1 cells. ATP-induced calcium, Fluo-8 fluorescence. inhibition, % at 3 µM. actives 0.6% (n = 360,000);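 active = inhibition above a per-plate cutoff, the plate's mean sample inhibition plus 3 SD, cut at about 24% in these data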;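 note: 0% = DMSO plus EC80 ATP and 100% = DMSO alone without ATP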
Active calls of the source: *; · = not tested or not shown.

SMILES	OXTR potentiator	CHRM4 antagonist	CHO-K1 Ca ag	CHRM1 PAM	M1 ag	CHRM1 antagonist	CHRM4 agonist	CHO parental Ca	CHO-K1 Ca antag
CC1=C(C(=O)N(C)C)CC(CC(=O)NCCc2ccccn2)C(=O)N1CCCN1CCCC1=O (stereo not drawn)	·	-2	0.4	3	-3	-16	0	·	-6
Cc1cc(C)c(S(=O)(=O)c2ccccc2C)c(OCCN(C)C)n1	1	6	0.7	-19	-10	22	1	-10	8
COc1ccc2ccc3c(c2c1)N=CC1(O3)N(C)c2ccccc2C1(C)C (stereo not drawn)	-4	9	1.7	3	-3	-1	4	-27	-21
CCN(CC)S(=O)(=O)c1ccc(N2CCCC2)c(NS(=O)(=O)c2cccs2)c1	-25	-1	0.6	-6	-10	5	2	-21	-11
O=C(CN1CCN(c2ccc(Cl)cc2)CC1)c1ccccc1	-10	13	0.8	-20	-10	17	1	-8	1
O=[N+]([O-])c1ccc(N2CCN(c3ccc(F)cc3)CC2)nc1	-8	-4	1.9	10	-4	-15	1	3	-4
COCCNC(=O)c1ccc(CS(=O)(=O)c2ccc(Cl)cc2)o1	-7	1	2.5	9	-1	-5	0	-3	-16
COc1ccc(-c2nc3ccc(Br)cn3c2Cc2ccsc2)cc1OC	·	2	-0.2	-6	-5	-14	1	·	20
CCOC(=O)c1[nH]c(C(=O)O)c(OC(=O)CC)c1C	3	-5	-0.2	6	0	-1	-1	2	-1
Cc1ccc(/C=N/Nc2ccc(Cl)nn2)cc1	-3	-2	7.2	8	2	-13	1	-12	-17
Cc1ccc(S(=O)(=O)NCCCN2CCOCC2)c(C)c1	-9	-2	-0.5	2	-3	13	0	-5	4
O=c1[nH]c(SCc2ccccc2)nc2ccsc12	0	-5	3.5	9	-8	-11	6	-12	-19
C=CCOc1ccccc1CN1CCC(C(=O)Nc2cccc(-c3ccn[nH]3)c2)CC1	-6	7	5.6	-8	-4	11	5	-22	-14
CCCc1nc2ccccc2c(=O)n1/N=C/c1ccccc1O	-3	1	-0.4	2	-3	0	0	-11	9
COc1cc2c(cc1OC)C(C)N(C(=O)c1cc(Cl)nc(Cl)c1)CC2 (stereo not drawn)	-6	-11	1.2	15	0	-20	1	-22	-6
COc1ncnc2c1ncn2CCCN1CCN(C(=O)C2CC2)CC1	·	-3	0.3	-1	-4	-1	1	·	-8
CNc1c([N+](=O)[O-])cnn1-c1ccc(Cl)cc1Cl	2	19	0.5	4	-7	-1	1	-3	-13
CCOC(=O)c1cc(S(=O)(=O)Nc2cccc(OC)c2)cn1C	-15	-4	9.2	-3	1	3	8	-6	-1
O=C(Nc1ncccc1O)c1cccc(S(=O)(=O)N2CCCc3ccccc32)c1	-14	-1	1.2	-1	-1	3	3	-10	-4
O=C(CN1C(=O)CCC1=O)Nc1nc(-c2ccc(Cl)s2)cs1	-11	1	1.4	-7	-1	3	4	-13	13

One compound at a time (already shown). Values in the order: OXTR potentiator	CHRM4 antagonist	CHO-K1 Ca ag	CHRM1 PAM	M1 ag	CHRM1 antagonist	CHRM4 agonist	CHO parental Ca	CHO-K1 Ca antag
O=C(CN1C(=O)CCC1=O)Nc1nc(-c2ccc(Cl)s2)cs1 as listed: -11	1	1.4	-7	-1	3	4	-13	13
O=C(CN1CCN(c2ccc(Cl)cc2)CC1)c1ccccc1 as listed: -10	13	0.8	-20	-10	17	1	-8	1

Next part:
SMILES	OXTR potentiator	CHRM4 antagonist	CHO-K1 Ca ag	CHRM1 PAM	M1 ag	CHRM1 antagonist	CHRM4 agonist	CHO parental Ca	CHO-K1 Ca antag
COc1ccc(Cl)c2sc(N3CCN(C(=O)C4=COCCO4)CC3)nc12	-2	-6	3.6	10	-1	-8	6	-10	-9
CCN(CC)c1ccc2nc3ccccc3[n+](CC)c2c1	-8	27*	-0.2	-30	-10	69*	0	-8	-12
COc1ccc(S(=O)(=O)N2CCOCC2)cc1NC(=O)c1ccc(S(=O)(=O)N2CCCCC2)cc1	·	11	-0.1	6	-8	-10	1	·	-15
COC(C(=O)Nc1ccnn1C1CCN(Cc2ccc(C)o2)CC1)c1ccccc1 (stereo not drawn)	·	10	0.0	11	2	-5	2	·	-4
CN(C)CC/C=C1\c2ccc(F)cc2Sc2cc(F)c(Cl)cc21	-9	99*	2.5	-28	-9	100*	14	-3	0
COc1ccccc1CC(=O)N1CCN(c2ccc([N+](=O)[O-])cc2)CC1	-19	6	11	-1	-3	5	8	0	-6
Cc1ccc(N(Cc2cc(=O)[nH]c3ccccc23)C(=O)CCl)c(C)c1	-9	-11	0.0	3	-5	-7	0	-11	-12
COc1cc(CNCCO)cc(Br)c1OCc1ccccc1Cl	-5	9	11	13	2	-1	22	5	-22
Cc1ccccc1Cn1c(=O)n(CCCC(=O)NCc2ccco2)c(=O)c2ccccc21	-2	-8	0.7	0	-2	-3	3	-14	0
CC(=O)N1CCN(C2=NC(=O)C(=C3CCCCC3)S2)CC1	-12	-20	0.8	6	-5	-6	1	2	-11
Cc1cc(=O)[nH]c(SCC(=O)N2CCCC2)n1	-2	-2	0.0	2	1	-1	1	-1	-16
CCOC(=O)C1C(=O)CC(C)(O)C(C(=O)OCC)C1c1cccc(OC(F)(F)C(F)F)c1 (stereo not drawn)	-2	10	0.5	8	-2	-8	0	-19	5
Cc1nn(Cc2nc(-c3cccs3)no2)c(C)c1Br	-7	-9	0.2	3	-7	-7	0	-17	-7
COCCNC(=S)N(CCc1c(C)[nH]c2ccc(OC)cc12)Cc1ccco1	-15	-1	3.1	3	-3	-4	7	-17	-10
CC(=O)Nc1cc(NC(C)=O)c(N=Nc2ccccc2)cc1C	-3	2	4.7	-2	-3	3	11	-3	0
CCN(C(=O)COC(=O)c1cc2ccccc2cc1O)C1CCS(=O)(=O)C1 (stereo not drawn)	-8	4	1.4	-2	-4	-3	2	0	-5
O=C(Nc1ccc([N+](=O)[O-])cc1)C1(c2ccccc2)CCOCC1	-6	3	1.9	6	-7	-6	2	-8	-8
Cc1ccc(N2C(=O)Nc3ccccc3S2(=O)=O)cc1Cl	-16	-13	2.4	0	-1	0	2	-15	-7
COCCN(C(=O)C1CCN(C(=O)c2ccccc2C)CC1)c1c(N)n(CC(C)C)c(=O)[nH]c1=O	1	-17	0.0	10	-2	-11	1	-13	-9
CCNC(=O)C1(C)CCCN(C(=O)c2cccc(C)c2C)C1 (stereo not drawn)	·	-18	0.6	-2	-3	2	0	·	-4

Another view of some results above:
COc1ccc(S(=O)(=O)N2CCOCC2)cc1NC(=O)c1ccc(S(=O)(=O)N2CCCCC2)cc1
  OXTR potentiator: ·
  CHRM4 antagonist: 11
  CHO-K1 Ca ag: -0.1
  CHRM1 PAM: 6
  M1 ag: -8
  CHRM1 antagonist: -10
  CHRM4 agonist: 1
  CHO parental Ca: ·
  CHO-K1 Ca antag: -15

COC(C(=O)Nc1ccnn1C1CCN(Cc2ccc(C)o2)CC1)c1ccccc1 (stereo not drawn)
  OXTR potentiator: ·
  CHRM4 antagonist: 10
  CHO-K1 Ca ag: 0.0
  CHRM1 PAM: 11
  M1 ag: 2
  CHRM1 antagonist: -5
  CHRM4 agonist: 2
  CHO parental Ca: ·
  CHO-K1 Ca antag: -4

CN(C)CC/C=C1\c2ccc(F)cc2Sc2cc(F)c(Cl)cc21
  OXTR potentiator: -9
  CHRM4 antagonist: 99*
  CHO-K1 Ca ag: 2.5
  CHRM1 PAM: -28
  M1 ag: -9
  CHRM1 antagonist: 100*
  CHRM4 agonist: 14
  CHO parental Ca: -3
  CHO-K1 Ca antag: 0

COc1ccccc1CC(=O)N1CCN(c2ccc([N+](=O)[O-])cc2)CC1
  OXTR potentiator: -19
  CHRM4 antagonist: 6
  CHO-K1 Ca ag: 11
  CHRM1 PAM: -1
  M1 ag: -3
  CHRM1 antagonist: 5
  CHRM4 agonist: 8
  CHO parental Ca: 0
  CHO-K1 Ca antag: -6

The listing continues:
SMILES	OXTR potentiator	CHRM4 antagonist	CHO-K1 Ca ag	CHRM1 PAM	M1 ag	CHRM1 antagonist	CHRM4 agonist	CHO parental Ca	CHO-K1 Ca antag
COc1ccc(NC(=O)NCCN2CCCCC2)cc1	-5	5	-0.2	17	-3	-31	1	-9	2
O=C(O)c1nccnc1C(=O)Nc1ccc(Cl)cn1	1	-1	0.9	11	-3	-10	0	-6	1
O=C(c1ccc2c(=O)n(-c3ccccc3)c(=S)[nH]c2c1)N1CCN(c2ccccc2)CC1	-4	-1	5.8	-2	-5	-3	14	-32	-18
O=C(Cn1cc2c(n1)CCCC2)NC1CCCCCC1	8	0	0.6	10	-3	-9	1	-18	-9
CC(=O)C1=C(C)N(Cc2ccccc2)C(=O)N[C@H]1c1ccco1	-1	4	0.8	7	-5	-1	2	-18	-26
Cc1nn(C(=O)c2ccoc2C)c(N)c1-c1ccccc1	-3	6	-0.4	-5	-3	0	0	-5	3
O=C(Nc1cc(C(F)(F)F)ccc1N1CCOCC1)c1ccco1	-10	-8	-0.4	4	0	-5	1	-11	4
Cc1ccc(NNC2CC(=O)N(c3cccc(Cl)c3)C2=O)cc1 (stereo not drawn)	·	0	0.2	2	-2	1	1	·	14
COc1cc(/C=N\NC(=O)c2nonc2N)c(OC)cc1Br	-9	-5	1.0	10	-4	-5	3	-11	-6
CCc1c(O)nc(SCC(=O)Nc2ccc(Br)cc2)n(-c2ccc(C)cc2)c1=O	-1	9	0.1	0	-1	7	-1	-13	-15
COc1ccccc1CN(C)C(=O)c1cc2ccccc2o1	-4	-4	0.2	-4	-7	7	2	-13	-1
O=C(COC(=O)CNC(=O)c1ccccc1F)NC12CC3CC(CC(C3)C1)C2	-3	-14	0.4	15	-2	-11	2	-16	-7
CCCCSc1nc2c([nH]1)c(=S)n(C)c(=O)n2C	·	-3	-0.1	5	2	-9	1	·	3
CNC(=S)N/N=C/c1c(C)c(C(=O)c2ccc(F)cc2)n2ccccc12	-20	-8	0.5	14	1	-9	3	-21	-5
Cc1cc(Cn2nc(C(=O)NCC3CC3)cc2-c2ccccc2)on1	-2	25	-0.6	4	1	-1	-1	-13	-7
Cc1c(Cl)cccc1NC(=O)CN(C1CCCCC1)S(C)(=O)=O	-4	2	0.4	10	-4	-12	0	-4	-6
COC(=O)c1ccc(NC(=S)N2CCN(Cc3ccccc3Cl)CC2)cc1	-9	2	1.7	5	-1	-2	7	-19	-8
S=C(NCCCN1CCOCC1)Nc1ccc(Cl)cc1Cl	-2	5	0.3	-4	-12	4	1	-27	-5
CCCc1ccc2oc(C(=O)N3CCN(C4CCS(=O)(=O)C4)CC3)c(C)c2c1 (stereo not drawn)	-6	-10	-0.1	12	-3	-14	3	-16	-12
